Tb MetRS inh – Trypanosoma brucei MetRS inhibition; purified T. brucei MetRS, ATP depletion, Kinase-Glo luminescence; inhibition, % at 11.9 µM; actives 0.4% (n = 360,000); AID 624268;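 active means inhibition above a per-plate cutoff of the control wells' mean inhibition plus 3 SD, cut at about 5.5% in these data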;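 further: 0% = DMSO wells median and 100% = median of wells with control inhibitor compound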
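Material: T. brucei methionyl-tRNA synthetase, purified; reagent: substrates ATP, L-methionine and bulk Escherichia coli tRNA; dosing: 11.9 µM single point; timing: 15 min plus 2 h at 25 °C; detection: luminescence of leftover ATP; evaluation: % inhibition; control set: DMSO-only wells as low control; replicates: singlicate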
LMPTP block – LMPTP (human) inhibition; P24666; recombinant LMPTP-A, OMFP fluorogenic substrate, fluorescence intensity; inhibition, % at 20 µM; actives 0.22% (n = 360,000); AID 651560;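 active means compounds that cut the enzyme signal by at least half of the control window in the single-dose screen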;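 further: plate controls were DMSO wells with enzyme plus substrate for no effect and substrate without enzyme for full effect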
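Test system – LMPTP-A phosphatase enzyme · Quantity – 0.625 nM LMPTP-A final · Reagent – OMFP substrate, 400 µM final · Dosing – one test concentration per compound, 20 µM, with 3% DMSO overall · Timing – 50 min enzyme reaction at room temperature, protected from light · Detection – fluorescence intensity · Controls – substrate-only low control, DMSO enzyme-plus-substrate high control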
CSN deneddyl inh – inhibitors of human CSN-mediated cullin deneddylation; Q92905; Purified CSN, SCF-Nedd8-OG deneddylation, fluorescence polarization; inhibition, % at 12.5 µM; actives 0.38% (n = 360,000);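 active means pattern-corrected inhibition above about 35%, with an unprinted fluorescence ratio check between 0.5 and 1.5, limit read from the data, passing the limit was not always enough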;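 further: 0% = enzyme with substrate and 100% = substrate without enzyme; some results filed as inactive read as strong as hits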
Target sequence (Q92905 whole entry, looked up, one chain of several): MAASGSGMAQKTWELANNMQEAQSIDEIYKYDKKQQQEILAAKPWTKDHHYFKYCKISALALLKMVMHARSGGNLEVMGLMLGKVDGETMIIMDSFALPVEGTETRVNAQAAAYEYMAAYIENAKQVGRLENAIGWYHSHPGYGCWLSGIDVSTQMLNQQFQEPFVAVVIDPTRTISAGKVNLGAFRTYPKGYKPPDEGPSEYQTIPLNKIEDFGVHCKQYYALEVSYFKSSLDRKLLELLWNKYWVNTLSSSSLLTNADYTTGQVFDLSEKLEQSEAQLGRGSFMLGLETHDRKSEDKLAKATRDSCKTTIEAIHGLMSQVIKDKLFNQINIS
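assay system = purified human Csn5 enzyme expressed in HEK293T cells | amount = 0.24 nM enzyme | buffer or medium = Tris/NaCl/DTT buffer, pH 7.5 | reagent = 10 nM SCFSkp2-Nedd8OG | compound = one concentration, 12.5 µM, 0.25% DMSO | times = 90 min reaction at room temperature | signal = FP | read-out basis = % inhibition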
MsrA inhibitor – bovine MsrA inhibition | actives 0.75% (n = 360,000) | purified bovine MsrA, absorbance read-out | AID 651718 | inhibition, % at 15.5 µM; in the data active means inhibition above about 4.5%;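 further: 0% = vehicle wells with enzyme and 100% = reference inhibitor wells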
Scp1 inh – Scp-1 (human) phosphatase inhibition | Recombinant Scp1, phosphopeptide, malachite green phosphate absorbance | inhibition, % at 20 µM | actives 0.88% (n = 340,000) | AID 493091;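 active means inhibition above about 50% at 20 µM, limit read from the data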;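 further: plate controls were DMSO wells with enzyme for no effect and wells lacking enzyme for full effect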
Target sequence (Q9GZU7 76-261 limits assumed): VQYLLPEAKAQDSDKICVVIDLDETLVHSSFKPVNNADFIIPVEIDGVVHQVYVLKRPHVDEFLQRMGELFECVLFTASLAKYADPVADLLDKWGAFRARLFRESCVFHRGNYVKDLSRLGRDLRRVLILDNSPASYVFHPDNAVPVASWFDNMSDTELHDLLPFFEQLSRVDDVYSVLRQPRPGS
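Times: enzyme reaction 45 min at room temperature, colour 5 min, stabilisation 30 min. Material: SCP-1 catalytic fragment, aa 76-261. Medium: Acidic Tris acetate buffer with magnesium and detergent. Signal: colorimetric free-phosphate detection, absorbance 630 nm. Read-out basis: % inhibition of SCP-1 phosphate liberation. Reagent: Phosphorylated 17-residue peptide substrate.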
SUMO1 PPI mod – alters human SUMO1 binding to SIM partners. SUMO1 binding to a labelled peptide, TR-FRET, 1 h. inhibition, % at 20 µM. actives 0.33% (n = 360,000); in the data active means inhibition above about 37%
DNMT1 inh – inhibitors of human DNMT1; DNMT1 molecular beacon, Hinp1I cleavage, fluorescence; inhibition (reported as % activation of signal), % at 10 µM; actives 0.83% (n = 360,000); AID 588458; in the data active means inhibition above about 50%
Rpn11 inh – blocks the human proteasome subunit Rpn11; O00487; actives 0.59% (n = 360,000); calls only at 20 µM; human 26S proteasome, Ub4-pepOG fluorescence polarization; 20S core pre-blocked with epoxomicin;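 active means inhibition at 20 µM, scaled to each plate's controls, above about 33%, limit read from the data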
STEP inh – inhibitors of human striatal-enriched phosphatase STEP; P54829; recombinant STEP, OMFP fluorogenic substrate, fluorescence; inhibition, % at 20 µM; actives 0.25% (n = 360,000); AID 588621;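 active means inhibition at 20 µM, scaled per plate between control wells, above about 37%, limit read from the data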;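 further: 0% = DMSO with enzyme and substrate and 100% = substrate only without enzyme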
Target sequence (P54829 whole entry, looked up): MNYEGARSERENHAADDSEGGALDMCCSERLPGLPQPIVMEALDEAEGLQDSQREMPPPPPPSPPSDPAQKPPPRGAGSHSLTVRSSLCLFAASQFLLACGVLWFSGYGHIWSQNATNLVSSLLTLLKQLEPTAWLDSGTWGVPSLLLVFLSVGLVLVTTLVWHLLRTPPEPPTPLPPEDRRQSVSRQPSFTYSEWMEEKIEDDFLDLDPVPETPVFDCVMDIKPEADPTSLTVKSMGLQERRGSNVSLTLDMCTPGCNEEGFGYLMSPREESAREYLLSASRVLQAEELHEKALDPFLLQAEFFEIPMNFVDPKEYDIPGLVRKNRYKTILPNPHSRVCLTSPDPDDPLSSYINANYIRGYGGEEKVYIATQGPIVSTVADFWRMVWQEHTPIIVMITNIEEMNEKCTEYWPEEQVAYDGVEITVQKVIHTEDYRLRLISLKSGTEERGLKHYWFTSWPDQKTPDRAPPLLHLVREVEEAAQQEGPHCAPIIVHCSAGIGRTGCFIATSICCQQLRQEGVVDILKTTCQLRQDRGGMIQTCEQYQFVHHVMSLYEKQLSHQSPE
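medium = Bis-Tris buffer pH 6.0, 2.5 mM DTT, 0.005% Tween 20 | test system = STEP (striatal-enriched tyrosine phosphatase) enzyme, cell-free | measure = normalized % inhibition | compound dosing = 20 µM, 1% DMSO | also added = 25 µM OMFP | schedule = reaction 20 min, ambient temperature | measured by = fluorescence read at 480 nm ex / 540 nm em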
NadD block – blocks S. aureus nicotinate mononucleotide adenylyltransferase; inhibition, % at 20 µM; actives 0.78% (n = 360,000); AID 602399; purified NadD enzyme, colorimetric absorbance read-out; in the data active means inhibition above about 26%; further: some compounds past the cut are filed as inactive
* hit, by the source's call.

COc1ccccc1N1CCN(C(=O)c2cccc(S(=O)(=O)NCc3cccnc3)c2)CC1 was read as Tb MetRS inh -0.2, LMPTP block -2.2, CSN deneddyl inh 1, MsrA inhibitor -0.3, Scp1 inh -6, SUMO1 PPI mod -3, DNMT1 inh 3, Rpn11 inh inactive, STEP inh -2 and NadD block -3.
COc1ccccc1/C=C/C(=O)OCC(=O)NC1CCCCCCC1 was read as Tb MetRS inh -0.5, LMPTP block 0.9, CSN deneddyl inh -2, MsrA inhibitor 0.4, Scp1 inh -9, SUMO1 PPI mod -6, DNMT1 inh -7, Rpn11 inh inactive, STEP inh 0 and NadD block -7.
`COc1nccnc1NS(=O)(=O)c1ccc(NC(=S)NC(=O)c2cccc(F)c2)cc1` gave Tb MetRS inh -0.3, LMPTP block -0.8, CSN deneddyl inh 3, MsrA inhibitor 0.9, Scp1 inh -7, SUMO1 PPI mod 11, DNMT1 inh -2, Rpn11 inh inactive, STEP inh -2 and NadD block -4.
For CCn1c(=O)cc(SCC(=O)NCCC2=CCCCC2)c2ccccc21 the results were Tb MetRS inh -0.6, LMPTP block -0.8, CSN deneddyl inh -1, MsrA inhibitor 0.4, Scp1 inh -8, SUMO1 PPI mod 5, DNMT1 inh 6, Rpn11 inh inactive, STEP inh 0 and NadD block -1.
For COc1cccc(-c2nnc(SCC(=O)OC(C)C)n2Cc2ccco2)c1 the results were Tb MetRS inh -1.3, LMPTP block 0.5, CSN deneddyl inh -3, MsrA inhibitor 0.9, Scp1 inh -7, SUMO1 PPI mod -1, DNMT1 inh -1, Rpn11 inh inactive, STEP inh -6 and NadD block -4.
Screening COc1ccccc1Oc1ccc(NC(=O)Cc2ccccc2)cc1 returned Tb MetRS inh -0.4, LMPTP block 0.9, CSN deneddyl inh 1, MsrA inhibitor 0.3, Scp1 inh -22, SUMO1 PPI mod 3, DNMT1 inh -6, Rpn11 inh inactive, STEP inh -2 and NadD block -11.
`CC(C)CC(=O)Nc1ccc([N+](=O)[O-])cc1Cl` gave Tb MetRS inh -1.4, LMPTP block -0.6, CSN deneddyl inh -2, MsrA inhibitor 0.2, Scp1 inh 2, SUMO1 PPI mod -14, DNMT1 inh 15, Rpn11 inh inactive, STEP inh -1 and NadD block 0.
`COC(=O)c1ccc(COC(=O)c2ccc(-n3cnnn3)cc2)o1` gave Tb MetRS inh -0.5, LMPTP block -1.1, CSN deneddyl inh -3, MsrA inhibitor -0.3, Scp1 inh -3, SUMO1 PPI mod 1, DNMT1 inh -2, Rpn11 inh inactive, STEP inh 1 and NadD block -6.
For O=C(CCNS(=O)(=O)c1cccc2nsnc12)N1CC(=O)N(CCc2ccccc2)C(=O)C1 the results were Tb MetRS inh -0.1, LMPTP block -0.4, CSN deneddyl inh 3, MsrA inhibitor 0.1, Scp1 inh -7, SUMO1 PPI mod -20, DNMT1 inh 4, Rpn11 inh inactive, STEP inh 0 and NadD block 2.
For CC(C)C(C(=O)NC1=NCCS1)c1ccc(Cl)cc1 (stereo not drawn) the results were Tb MetRS inh -0.7, LMPTP block -0.7, CSN deneddyl inh 8, MsrA inhibitor -0.9, Scp1 inh -2, SUMO1 PPI mod 4, DNMT1 inh 12, Rpn11 inh inactive, STEP inh -2 and NadD block 1.
COc1ccc(C(C(=O)NC2CCCCC2)N(C(=O)c2ccccn2)c2cccnc2)cc1 (stereo not drawn) was read as Tb MetRS inh -0.4, LMPTP block -1.3, CSN deneddyl inh -7, MsrA inhibitor 0.5, Scp1 inh -5, SUMO1 PPI mod 2, DNMT1 inh -1, Rpn11 inh inactive, STEP inh 3 and NadD block -5.
Cc1ccnc(NC(=O)COC(=O)c2ccc(F)cc2F)n1 was read as Tb MetRS inh 0.3, LMPTP block 0.5, CSN deneddyl inh 1, MsrA inhibitor 0.9, Scp1 inh 32, SUMO1 PPI mod 7, DNMT1 inh 8, Rpn11 inh inactive, STEP inh 2 and NadD block -2.
`COc1cc(OC)cc(C(=O)OCC(=O)c2ccc(S(=O)(=O)N3CCCCC3)cc2)c1` gave Tb MetRS inh -0.3, LMPTP block 2.3, CSN deneddyl inh 3, MsrA inhibitor -0.5, Scp1 inh -6, SUMO1 PPI mod -4, DNMT1 inh -2, Rpn11 inh inactive, STEP inh 3 and NadD block -5.
Screening COc1ccc(C(c2nnnn2Cc2cccs2)N2CCN(c3ccccc3)CC2)cc1OC (stereo not drawn) returned Tb MetRS inh -0.4, LMPTP block 0.6, CSN deneddyl inh -4, MsrA inhibitor 1.3, Scp1 inh -5, SUMO1 PPI mod 7, DNMT1 inh 1, Rpn11 inh inactive, STEP inh 0 and NadD block -1.
`O=c1c2ccccc2nc2n1CCCN2` gave Tb MetRS inh -0.5, LMPTP block 1.4, CSN deneddyl inh -9, MsrA inhibitor 0.6, Scp1 inh -7, SUMO1 PPI mod 2, DNMT1 inh -3, Rpn11 inh inactive, STEP inh -7 and NadD block 7.
Screening Nc1ccccc1Sc1cc(Cl)nnc1Cl returned Tb MetRS inh 1.8, LMPTP block -1.1, CSN deneddyl inh -1, MsrA inhibitor 1.8, Scp1 inh 17, SUMO1 PPI mod -7, DNMT1 inh 6, Rpn11 inh inactive, STEP inh -1 and NadD block -5.
Screening O=C(NCCN1C(=O)S/C(=C\c2ccc(Cl)c([N+](=O)[O-])c2)C1=O)C1=COCCO1 returned Tb MetRS inh 0.1, LMPTP block 2.4, CSN deneddyl inh 3, MsrA inhibitor 2.6, Scp1 inh -3, SUMO1 PPI mod -28, DNMT1 inh 5, Rpn11 inh inactive, STEP inh 2 and NadD block 2.
`O=C(Cn1nnc2ccccc2c1=O)Nc1ccc(S(=O)(=O)N2CCOCC2)cc1` gave Tb MetRS inh -0.7, LMPTP block 1.3, CSN deneddyl inh -2, MsrA inhibitor -1.5, Scp1 inh 1, SUMO1 PPI mod -1, DNMT1 inh -3, Rpn11 inh inactive, STEP inh 12 and NadD block 0.
`CCN1CCN(C(=O)CN(c2ccc(C)cc2)S(C)(=O)=O)CC1` gave Tb MetRS inh -1.1, LMPTP block -1.6, CSN deneddyl inh -7, MsrA inhibitor 0.2, Scp1 inh 3, SUMO1 PPI mod 1, DNMT1 inh 2, Rpn11 inh inactive, STEP inh -2 and NadD block -4.
Cc1cccc(COc2coc(CN3CCN(C(=O)c4ccco4)CC3)cc2=O)c1 was read as Tb MetRS inh -0.5, LMPTP block -0.5, CSN deneddyl inh -3, MsrA inhibitor 0.1, Scp1 inh 19, SUMO1 PPI mod -1, DNMT1 inh 0, Rpn11 inh inactive, STEP inh 2 and NadD block 0.
Screening O=C1NC[C@H](CCCCN2CCN(Cc3ccccc3)C(=O)C2=O)N(CCc2ccc(O)cc2)C1=O returned Tb MetRS inh 0.1, LMPTP block -1.6, CSN deneddyl inh -4, MsrA inhibitor -0.2, SUMO1 PPI mod -2 and NadD block 3.
COc1cc2c(cc1OC)CN(C(=O)c1cc(=O)c3ccccc3o1)CC2 was read as Tb MetRS inh -0.4, LMPTP block -2.0, CSN deneddyl inh 38, MsrA inhibitor 0.0, Scp1 inh -2, SUMO1 PPI mod 0, DNMT1 inh -4, Rpn11 inh inactive, STEP inh 8 and NadD block -5.
Screening O=C(c1cc(S(=O)(=O)N2CCOCC2)c(Cl)cc1Cl)N1CCN(S(=O)(=O)c2cccc(F)c2)CC1 returned Tb MetRS inh 0.3, LMPTP block 0.9, CSN deneddyl inh 3, MsrA inhibitor 0.7, Scp1 inh 5, SUMO1 PPI mod 0, DNMT1 inh 0, Rpn11 inh inactive, STEP inh -1 and NadD block 3.
For C=CCOc1c(Br)cc(CNn2nnnc2N)cc1OC the results were Tb MetRS inh -0.1, LMPTP block -2.3, CSN deneddyl inh 2, MsrA inhibitor 0.8, Scp1 inh -15, SUMO1 PPI mod 2, DNMT1 inh -8, Rpn11 inh inactive, STEP inh -1 and NadD block -4.

Fetched by structure from the entries so far, 2 records:
Screening O=C(NCCN1C(=O)S/C(=C\c2ccc(Cl)c([N+](=O)[O-])c2)C1=O)C1=COCCO1 returned Tb MetRS inh 0.1, LMPTP block 2.4, CSN deneddyl inh 3, MsrA inhibitor 2.6, Scp1 inh -3, SUMO1 PPI mod -28, DNMT1 inh 5, Rpn11 inh inactive, STEP inh 2 and NadD block 2.
`O=C(Cn1nnc2ccccc2c1=O)Nc1ccc(S(=O)(=O)N2CCOCC2)cc1` gave Tb MetRS inh -0.7, LMPTP block 1.3, CSN deneddyl inh -2, MsrA inhibitor -1.5, Scp1 inh 1, SUMO1 PPI mod -1, DNMT1 inh -3, Rpn11 inh inactive, STEP inh 12 and NadD block 0.

Later entries.
CCc1ccc(NC(=O)C(C)OC(=O)c2ccc(N3CCCC3)c([N+](=O)[O-])c2)cc1 (stereo not drawn) was read as Tb MetRS inh -0.8, LMPTP block 3.9, CSN deneddyl inh 8, MsrA inhibitor -0.1, Scp1 inh -5, SUMO1 PPI mod 2, DNMT1 inh -3, Rpn11 inh inactive, STEP inh 1 and NadD block -4.
For O=C(COC(=O)c1ccc(-n2cnnn2)cc1)Nc1cc(Cl)ccc1F the results were Tb MetRS inh -0.5, LMPTP block 3.1, CSN deneddyl inh 4, MsrA inhibitor -0.1, Scp1 inh -6, SUMO1 PPI mod 27, DNMT1 inh -5, Rpn11 inh inactive, STEP inh -1 and NadD block -6.
`Cc1ccc(C)c(NC(=O)CN2C(=O)CNC2=O)c1` gave Tb MetRS inh -0.5, LMPTP block -1.7, CSN deneddyl inh 2, MsrA inhibitor -0.2, Scp1 inh -5, SUMO1 PPI mod 3, DNMT1 inh 3, Rpn11 inh inactive, STEP inh 2 and NadD block -4.
Screening CC(C)[C@H](NC(=O)OCc1ccccc1)C(=O)OCc1ccccc1 returned Tb MetRS inh -0.5, LMPTP block 1.2, CSN deneddyl inh 0, MsrA inhibitor 0.6, Scp1 inh -1, SUMO1 PPI mod 5, DNMT1 inh -1, Rpn11 inh inactive, STEP inh 1 and NadD block -10.
For COc1ccc(C2c3ccc(O)cc3Oc3ncn4nc(-c5ccncc5)nc4c32)cc1OC (stereo not drawn) the results were Tb MetRS inh 0.2, LMPTP block -0.1, CSN deneddyl inh 7, MsrA inhibitor 0.8, Scp1 inh -8, SUMO1 PPI mod -5, DNMT1 inh -7, Rpn11 inh inactive, STEP inh -3 and NadD block 5.

The order is random, and some 3.9% of all compounds hit somewhere here.
